DT40 TDP1 no CPT: qHTS for Inhibitors of human tyrosyl-DNA phosphodiesterase 1 (TDP1): qHTS in cells in absence of CPT | DT40 Tdp1-/- hTDP1 cells, no CPT, ATP luminescence, 48 h | AID 686978, 2013 | Potency, µM (series often up to 46.2 µM), for the others: top-dose activity change, negative = growth inhibition, most hits filed as inhibitors | actives 15% (n = 420,000); also: nearly all actives have a fitted effect of over 55% in size
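Growth of hTDP1-complemented DT40 Tdp1-knockout cells is measured by ATP luminescence after at least 48 hr compound exposure at 37 °C, with DMSO substituting for the 20 nM CPT used in the parallel screen.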
GCN5L2 inh: blocks human GCN5L2 histone acetyltransferase; actives 0.21% (n = 390,000); Potency, µM (titrated, usually from 58.9 µM), for inactives: at the top dose activity change, negative = inhibition, most hits filed as inhibitors; GCN5L2 HAT assay, ThioGlo1 CoA-SH fluorescence; AID 504327
Target sequence (Q92830 whole entry, looked up): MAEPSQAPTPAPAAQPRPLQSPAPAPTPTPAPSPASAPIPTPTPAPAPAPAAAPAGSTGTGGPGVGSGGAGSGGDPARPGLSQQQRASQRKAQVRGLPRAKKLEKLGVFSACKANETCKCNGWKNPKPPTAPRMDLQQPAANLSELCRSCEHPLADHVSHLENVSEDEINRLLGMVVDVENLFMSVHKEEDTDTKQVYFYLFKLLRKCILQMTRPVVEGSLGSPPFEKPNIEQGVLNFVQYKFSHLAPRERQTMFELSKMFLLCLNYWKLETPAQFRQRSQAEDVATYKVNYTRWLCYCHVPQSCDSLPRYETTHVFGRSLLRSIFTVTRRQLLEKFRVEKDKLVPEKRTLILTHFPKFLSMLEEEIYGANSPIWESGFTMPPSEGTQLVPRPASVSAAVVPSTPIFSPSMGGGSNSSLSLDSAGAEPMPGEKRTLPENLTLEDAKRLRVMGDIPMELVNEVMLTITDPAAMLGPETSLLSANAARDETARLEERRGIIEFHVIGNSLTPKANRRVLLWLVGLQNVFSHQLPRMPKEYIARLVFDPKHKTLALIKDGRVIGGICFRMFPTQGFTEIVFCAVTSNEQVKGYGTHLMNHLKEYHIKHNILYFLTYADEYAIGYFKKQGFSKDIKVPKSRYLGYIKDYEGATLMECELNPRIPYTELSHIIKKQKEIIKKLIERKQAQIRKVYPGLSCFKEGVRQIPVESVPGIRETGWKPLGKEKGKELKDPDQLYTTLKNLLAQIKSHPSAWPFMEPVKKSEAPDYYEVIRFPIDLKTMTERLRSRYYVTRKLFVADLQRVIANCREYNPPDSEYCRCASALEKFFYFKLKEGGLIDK
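Preincubate 20nM GCN5L2 with compound 15 min, RT → add 50uM ThioGlo1 + 75uM H3(1-25) + 70uM acetyl-CoA → read fluorescence 0 and 20 min. Primary qHTS; fluorescent artifacts likely.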
DT40 TDP1 CPT: growth inhibition of DT40 Tdp1-/-;hTDP1 cells with camptothecin (screen for TDP1 inhibitors) | actives 12% (n = 420,000) | Potency, µM (series often up to 46.2 µM), inactives show top-dose activity change, negative = growth inhibition, usual class: inhibitors | chicken DT40 Tdp1-/-;hTDP1 cells + 20 nM CPT, ATP luminescence, 48 h; also: nearly all actives have a fitted effect of over 55% in size
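Chicken DT40 Tdp1-/- cells complemented with human TDP1, 400 cells/well, exposed to compounds plus 20 nM camptothecin for at least 48 h at 37 C; viability read as ATP content by CellTiter-Glo luminescence.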
* marks the source's active call; other numbers are inactive results; ? = inconclusive; nt = no result given; & = joins results of further samples. Calls follow the shape of the dose curve; as a rule, active = well fitted curve in the direction sought with a large enough effect; inconclusive = small, poorly fitted or top-dose-only effect, or another doubt; inactive = no such curve, though single readings can be large; an effect the other way counts as inactive or inconclusive. % is scaled to controls: 0 for no effect and ±100 for the full control effect; potency is read from the fitted curve at half-maximal effect.

SMILES	DT40 TDP1 no CPT	GCN5L2 inh	DT40 TDP1 CPT
CCOC(=O)c1ccc(Oc2c(C)oc3c(CN4CCN(C)CC4)c(O)ccc3c2=O)cc1	?	-25%	-18%
c1csc(-c2nnc3ccccn23)c1	-2%	-6%	-9%
NS(=O)(=O)c1ccc(NC(=S)NC2CC2)cc1	-1%	2%	3%
Cc1cccc(-n2nnc(C(=O)NC3CCCc4ccccc43)c2N)c1 (configuration not stated)	18µM*	-1%	?
CC(C)c1ccc(OCC(=O)NCc2ccco2)cc1	-7%	-5%	-16%
Cc1ccc(NC(=O)CCn2c(=O)[nH]c3ccsc3c2=O)cc1C	?	2%	8%
C[C@@H](CN1CC(=O)NC(=O)C1)N1CC(=O)NC(=O)C1	?	nt	-8%
O=C(NCCc1ccccc1)C1CCN(C(=O)c2ccc([N+](=O)[O-])cc2)CC1	3%	20%	-5%
CN(C)S(=O)(=O)c1cc(NC(=O)COC(=O)CCSc2ccc(Cl)cc2)ccc1Cl	-27%	-10%	-27%
O=C(CN1CCN(C(=O)CNC(=O)c2ccc(N3CCCC3=O)cc2)CC1)Nc1cccc(F)c1	-4%	nt	1%
NS(=O)(=O)c1ccc(N2N=C(c3ccccc3)CC2c2ccc(F)cc2)cc1 (configuration not stated)	?	-5%	?
Cc1ccc(CN(Cc2cccnc2)C(=S)Nc2cccc(Cl)c2C)cc1	?	-3%	?
Cc1ccc(NC(=O)C(=O)NCC2CCCO2)cc1 (configuration not stated)	-4%	8%	-5%
COc1cc2cc(CCCOC(=O)CCCC(=O)O)oc(=O)c2cc1OC	0%	-5%	2%
O=C(CSc1nnc(-c2ccc(C(F)(F)F)cn2)s1)c1ccccc1	-22%	-1%	14%
O=Cc1ccccc1OS(=O)(=O)c1ccccc1	?	-1%	?
CCN(CC(=O)NCc1ccc(Cl)cc1)C(=O)C(C)Sc1ccccc1 (configuration not stated)	-8%	?	?
CC(=O)N1CCCc2cc(S(=O)(=O)N3CCN(c4ccc(F)cc4)CC3)ccc21	16µM*	0%	23µM*
CC1=NN(c2ccccc2)C(=O)C1C(=O)c1cc([N+](=O)[O-])cc([N+](=O)[O-])c1 (configuration not stated)	-3%	-4%	2%
CCOC(=O)c1[nH]ncc1[C@@H]1C[C@H]2CN(Cc3cccc(Cl)c3)C(=O)[C@]23CCCN13	17%	3%	-16%
CCOc1ccc(NC(=O)C2CCN(c3nc4ccccc4[nH]3)CC2)cc1	23µM*	-11%	?
COc1ccc(NC(=O)COC(=O)c2ccc3c(c2)OCO3)c(OC)c1	?	-7%	-1%
CCOC(=O)C1CCCN(c2c(NCCc3ccc(C)cc3)c(=O)c2=O)C1 (configuration not stated)	0%	-5%	5%
COCCCNc1nc2ccccc2nc1NS(=O)(=O)c1ccc(F)cc1	-1%	1%	-6%

Profiles, quoted from the list. Screens in order: DT40 TDP1 no CPT, GCN5L2 inh, DT40 TDP1 CPT
CCN(CC(=O)NCc1ccc(Cl)cc1)C(=O)C(C)Sc1ccccc1 (configuration not stated) is listed as -8%, ?, ?
CCOC(=O)c1[nH]ncc1[C@@H]1C[C@H]2CN(Cc3cccc(Cl)c3)C(=O)[C@]23CCCN13 is listed as 17%, 3%, -16%

Later entries
SMILES	DT40 TDP1 no CPT	GCN5L2 inh	DT40 TDP1 CPT
Cc1sc2c(c1C)c(=O)n(-c1cccc(C(F)(F)F)c1)c(=O)n2CC(=O)NCc1ccco1	-3%	1%	6%
Cc1ccccc1-c1cc2nc(NCCN3CCCC3)n(C)c(=O)c2s1	?	nt	?
C=CC[C@@H](Cc1ccc(F)cc1)C(=O)OC[C@H]1CCCN1C(=O)[C@@H](CC=C)CC(=O)N[C@H](CO)Cc1ccccc1	?	-10%	?
COc1ccc(N2CCN(C(=O)NCc3ccc(OC)c(Cl)c3)CC2)cc1	-2%	-8%	-9%
CC1CCN(C(=O)COC(=O)C(C)N2C(=O)c3ccccc3C2=O)CC1 (configuration not stated)	2%	-6%	7%
N/C(=N\OC(=O)c1ccc([N+](=O)[O-])cc1)c1ccc(Br)cc1	-16%	-8%	5%
CSCCC(NS(=O)(=O)c1ccc(C)c(C(=O)O)c1)C(=O)O (configuration not stated)	-18%	-12%	-12%
Cc1ccc(C(=O)OCC(=O)N(C)C2CCS(=O)(=O)C2)cc1[N+](=O)[O-] (configuration not stated)	5%	-6%	8%
CCCS(=O)(=O)Nc1cccc(-c2ccc3nnc(C)n3n2)c1	?	0%	?
COc1ccc(Cn2c(=O)cc(N)n(-c3ccccc3C)c2=O)cc1	?	-1%	?
COC(=O)c1c(C)oc2ccc(N(C(=O)c3ccncc3)S(=O)(=O)c3cc(C)c(C)cc3C)cc12	5.2µM*	-3%	10µM*
O=C(Cn1cnc2c(nnn2Cc2ccc(F)cc2)c1=O)OCc1ccccc1	-24%	-3%	?
CCCOc1ccc(Cl)cc1CN1CCOCC1	?	nt	-18%
CC(=O)c1ccc(S(=O)(=O)N2CCN(C(=O)CCC3CCCC3)CC2)cc1	?	-1%	?
Cc1cc2ncn(S(=O)(=O)N3CCOCC3)c2cc1C	4%	-19%	5%
CCCC(CNC(=O)COC(=O)C1=NNC(=O)CC1)c1ccc(Cl)cc1Cl (configuration not stated)	?	-1%	2%
Cc1c(N=Cc2ccc(-c3ccc(Cl)cc3)o2)c(=O)n(-c2ccccc2)n1C	-17%	-3%	-5%
Cc1ccccc1C(=O)N1CCC(C(=O)NCCc2ccc(S(N)(=O)=O)cc2)CC1	-1%	-2%	?
Fc1ccc(Oc2ccc3nnc(C(F)(F)F)n3n2)cc1	-7%	-6%	-24%
COc1ccc(C(C(=O)NC2CCCC2)N(C(=O)CNC(=O)c2ccco2)c2cccnc2)cc1 (configuration not stated)	5%	-7%	2%
CCCN1C(=O)C(NC(C)=O)c2cc(OC)ccc21 (configuration not stated)	18µM*	-2%	?
O=C1/C(=C/c2ccccc2F)SC(=S)N1CCC(=O)N1CCCCC1CCO (configuration not stated)	15µM*	-6%	?
O=C(NCc1ccccc1F)C1CCCN(C(=O)Nc2ccc(F)cc2)C1 (configuration not stated)	-7%	-2%	-14%
COc1ccc(/C=N/NC(=O)c2ccc(COc3ccccc3Cl)o2)c(OC)c1C	?	2%	?
CCCCCC(=O)Nc1ccccc1N1CCOCC1	-1%	0%	1%
COC(=O)COc1ccc(Oc2nc(SC)nc(N(C)C)n2)nn1	0%	-7%	4%
COc1ccc(NC2CCCN(C(=O)c3ccc4nccnc4c3)C2)cc1OC (configuration not stated)	2%	-1%	-12%
C=CCN1CCCC1CNC(=O)c1cc(S(N)(=O)=O)cc(OC)c1OC (configuration not stated)	-6%	0%	-1%
O=C1OCCC1Sc1nc2ccccc2c(=O)n1-c1ccc(F)cc1 (configuration not stated)	-7%	1%	-2%
CCN(Cc1ccncc1)C(=O)C(CO)c1ccccc1 (configuration not stated)	-4%&5%&-15%	2%&-3%	-14%&7%&0%
O=C(Cn1c(=O)cnc2ccccc21)Nc1ccccc1N1CCOCC1	-11%	-2%	-7%
COc1ccccc1C(=O)N/C(=C\c1ccc2c(c1)OCO2)C(=O)NCCc1nc2ccccc2[nH]1	?	1%	?
O=S(=O)(N/N=C1\CC(c2ccccc2)Oc2ccccc21)c1ccccc1 (configuration not stated)	-13%	-26%	-13%
CCOC(=O)C1C2C=CC3(CN(C4CCCC4)C(=O)C13)O2 (configuration not stated)	-11%	-10%	-2%
CC1(C)CC[C@]2(C(=O)O)CC[C@]3(C)C(=CCC4[C@@]5(C)CC[C@H](O)C(C)(C)C5CC[C@]43C)C2C1 (some centres not stated)	-19%	-14%	4%
CCc1nnc2c(NCc3ccccc3OC)nc3ccccc3n12	-7%	-1%	-29%
Cc1ccc(-c2ccc3nnc(SCC(N)=O)n3n2)cc1	?	-30%	?
CSc1nnc2c3cc(F)ccc3n(C)c2n1	-3%	?	3%
Cc1cc(C)c(C2=NOC3C4CCC(C4)C23)c(C)c1 (configuration not stated)	?	-6%	-19%
CCc1ccc(-c2nc(SCC(=O)NCC3CCCO3)c(-c3ccc(F)cc3)[nH]2)cc1 (configuration not stated)	18µM*	1%	?
COC(=O)C(O)(CC(=O)Nc1ccc(OC)cc1)C(F)(F)F (configuration not stated)	5%	-8%	3%
Cc1cc(C(=O)NC2CCCCC2)c(C)o1	?	-5%	?
CCNC(=O)C1(C)CCN(C(=O)c2cccc(C#N)c2)C1 (configuration not stated)	6%	nt	-2%
CCOC(=O)N1CCN(S(=O)(=O)c2ccc(C(=O)N(CCCN(C)C)c3nc4c(F)cc(F)cc4s3)cc2)CC1	-14%	-3%	15%
O=C(Nc1ccc(C(F)(F)F)cc1[N+](=O)[O-])O[C@H]1[C@H](Cc2ccccc2)NS(=O)(=O)[C@H]2C[C@@H]3C=C[C@]12O3	16µM*	-6%	21µM*
O=C(COc1ccc(-c2nnco2)cc1)Nc1ccc(F)c(Cl)c1	?	-5%	-30%
O=c1[nH]n(Cc2ccccc2)c(=O)c2ccccc12	8.9µM*	2%	?
CCCCN1CCN=C1Nc1ccccc1	1%	2%	-15%

The closing 2 compounds of the part before open the next one:
SMILES	DT40 TDP1 no CPT	GCN5L2 inh	DT40 TDP1 CPT
O=c1[nH]n(Cc2ccccc2)c(=O)c2ccccc12	8.9µM*	2%	?
CCCCN1CCN=C1Nc1ccccc1	1%	2%	-15%
CC(O)(c1ccc(F)c(F)c1)c1nc(-c2ccccc2)cs1 (configuration not stated)	13µM*	nt	?
COc1ccc(N(CC(=O)O)S(=O)(=O)c2ccc(C)cc2)cc1Cl	-17%	0%	2%
Cc1cc2ccccc2n1CCNC(=O)C1CCCCC1	?	-8%	?
Cc1cc(C)n2c(NC3CCCC3)c(-c3ccc(F)cc3)nc2n1	18µM*	nt	?
O=C(CSc1ccc2nnc(CCNC(=O)c3ccccc3)n2n1)Nc1ccc(F)cc1F	-6%	-20%	4%
Cc1ccccc1OCC(=O)OCC(=O)NCc1ccccc1Cl	-1%	0%	-15%
O=C(N/N=C/c1cccc(NC(=O)c2ccc(Cl)cc2)c1)c1cccc(O)c1	13µM*	-7%	?
COc1cccc(NC(=O)CN2C(=O)c3cccnc3Oc3ccc(Cl)cc32)c1	?	-14%&-6%	?
CN1C2CCC1CC(NC(=O)c1ccc(Cl)cc1)C2 (configuration not stated)	-4%	-3%	-2%
C=CCNC(=O)C1CCC(CNc2nc(=S)[nH]c3ccccc23)CC1 (configuration not stated)	-23%	-4%	-3%
C=CCN1C(=O)/C(=C2/Sc3ccccc3N2CC)SC1=S	-21%	1%	-23%
CCCn1c(SCC(=O)NC(=O)NCc2ccccc2)n[nH]c1=O	-4%	-1%	5%

Of the compounds above, 5 contain a CF3 group:
SMILES	DT40 TDP1 no CPT	GCN5L2 inh	DT40 TDP1 CPT
O=C(CSc1nnc(-c2ccc(C(F)(F)F)cn2)s1)c1ccccc1	-22%	-1%	14%
Cc1sc2c(c1C)c(=O)n(-c1cccc(C(F)(F)F)c1)c(=O)n2CC(=O)NCc1ccco1	-3%	1%	6%
Fc1ccc(Oc2ccc3nnc(C(F)(F)F)n3n2)cc1	-7%	-6%	-24%
COC(=O)C(O)(CC(=O)Nc1ccc(OC)cc1)C(F)(F)F (configuration not stated)	5%	-8%	3%
O=C(Nc1ccc(C(F)(F)F)cc1[N+](=O)[O-])O[C@H]1[C@H](Cc2ccccc2)NS(=O)(=O)[C@H]2C[C@@H]3C=C[C@]12O3	16µM*	-6%	21µM*

Next part.
SMILES	DT40 TDP1 no CPT	GCN5L2 inh	DT40 TDP1 CPT
COC(=O)c1ccc2cc(C)cc(C)c2n1	-11%	nt	-6%
Nc1nc(SCC(=O)Nc2ccc(Br)cc2F)n[nH]1	-16%	-4%	-22%
c1ccc(CCNc2ccc3c(c2)Cc2ccccc2-3)nc1	?	nt	9%
C[C@]12c3[nH]c4ccc(Cl)cc4c3CCN1C(=O)[C@@H](CC(=O)NCC13CC4CC(CC(C4)C1)C3)C[C@@H]2C(=O)N1CCCCC1	16µM*	-15%	16µM*
Cc1ccc(/C=C/c2nnc(-c3cccs3)o2)cc1	-17%	-9%	-15%
COC(=O)C1CCN(CC(=O)Nc2ccc3c(c2)OCCO3)CC1	-8%	-3%	?
COc1ccc(/C=N\NC(=O)c2cc(OCC(F)(F)F)ccc2OCC(F)(F)F)cc1	?	-3%	?
